# CHO-K1 Ca antag: nonselective inhibitor or artifact in parental CHO-K1 cells. ATP-induced calcium, Fluo-8 fluorescence. inhibition, % at 3 µM. 0.6% of 360,000 active. AID 602250;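 active = inhibition above a per-plate cutoff, the plate's mean sample inhibition plus 3 SD, cut at about 24% in these data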;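 note: 0% = DMSO plus EC80 ATP and 100% = DMSO alone without ATP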
# M1 PAM parental: nonselective calcium activators in parental CHO-K1 cells, primary screen, counter-screen for M1 PAM project, cell-based, Fluo-8 calcium fluorescence, full deck, 1536-well. AID 602247, 2012. 0.02% of 360,000 active. activation, % at 3 µM. ATP EC20; 0% at ATP EC20, 100% at ATP max;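 active = activation above the run cutoff, the mean activation of all test compounds plus 3 SD, cut at about 40% in these data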;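 note: peak over basal fluorescence ratio in a 140 s read after ATP addition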
# M4 antag: human M4 muscarinic receptor antagonists, primary screen, CHO cells, Fluo-8 calcium fluorescence. inhibition, % at 3 µM. CHO-hM4 cells, ACh EC80. AID 624125, 2012. Muscarinic acetylcholine receptor M4 (Homo sapiens), P08173. 0.73% of 360,000 active;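 active = inhibition above its plate's cutoff, the mean inhibition of sample wells plus 3 SD, cut at about 27% in these data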;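 note: 0% = acetylcholine EC80 with DMSO and 100% = DMSO without agonist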
# Target sequence (P08173 whole entry, looked up): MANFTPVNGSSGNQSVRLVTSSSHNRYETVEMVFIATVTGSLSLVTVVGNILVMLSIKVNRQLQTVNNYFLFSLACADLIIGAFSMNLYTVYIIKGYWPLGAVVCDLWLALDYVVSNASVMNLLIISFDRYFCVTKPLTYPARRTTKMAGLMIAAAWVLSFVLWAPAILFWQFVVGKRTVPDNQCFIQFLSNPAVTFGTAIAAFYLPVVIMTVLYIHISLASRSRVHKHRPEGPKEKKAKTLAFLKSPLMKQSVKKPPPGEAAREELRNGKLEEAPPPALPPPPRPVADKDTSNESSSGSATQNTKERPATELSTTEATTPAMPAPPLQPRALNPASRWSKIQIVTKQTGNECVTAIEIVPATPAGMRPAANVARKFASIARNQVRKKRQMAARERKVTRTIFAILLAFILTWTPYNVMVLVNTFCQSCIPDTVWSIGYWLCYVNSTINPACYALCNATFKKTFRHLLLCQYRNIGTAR
# CHRM5 agonist: human M5 muscarinic receptor agonists, primary screen, CHO-K1 cells, Fluo-8 calcium fluorescence; activation, % at 3 µM; CHO-K1 hM5 cells; 0% DMSO wells, 100% maximal acetylcholine response; 0.19% of 360,000 active;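 active = activation above the run's mean over test compounds plus 3 SD, cut at about 23% in these data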;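 note: signal is peak over basal fluorescence ratio across the kinetic read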
# Target sequence (P08912 whole entry, looked up): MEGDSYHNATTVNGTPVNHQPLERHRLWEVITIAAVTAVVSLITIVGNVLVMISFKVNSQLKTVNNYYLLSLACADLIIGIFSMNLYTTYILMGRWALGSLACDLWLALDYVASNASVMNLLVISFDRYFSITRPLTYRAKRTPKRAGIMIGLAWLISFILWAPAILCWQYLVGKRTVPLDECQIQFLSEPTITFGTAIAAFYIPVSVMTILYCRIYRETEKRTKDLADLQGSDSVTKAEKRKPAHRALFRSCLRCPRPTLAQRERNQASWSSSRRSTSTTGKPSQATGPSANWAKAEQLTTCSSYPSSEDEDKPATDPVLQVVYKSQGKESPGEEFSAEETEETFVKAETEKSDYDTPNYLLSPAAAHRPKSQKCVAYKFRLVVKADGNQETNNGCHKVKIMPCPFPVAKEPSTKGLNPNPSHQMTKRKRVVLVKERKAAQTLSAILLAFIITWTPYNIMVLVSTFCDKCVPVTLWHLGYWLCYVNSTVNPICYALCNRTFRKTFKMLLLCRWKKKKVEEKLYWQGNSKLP
# M5 antag: human M5 muscarinic receptor antagonists, primary screen, CHO cells, Fluo-8 calcium fluorescence; Muscarinic acetylcholine receptor M5 (Homo sapiens), P08912; CHO-hM5 cells, ACh EC80; inhibition, % at 3 µM; 0.59% of 360,000 active; AID 624040, 2012;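 active = inhibition above a per-plate cutoff, the mean of that plate's test compounds plus 3 SD, cut at about 27% in these data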;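 note: 0% = acetylcholine EC80 with DMSO and 100% = DMSO without agonist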
# M4 PAM: human M4 muscarinic receptor positive allosteric modulators, primary screen, CHO-K1 cells, Fluo-8 calcium fluorescence; CHO-K1 hM4/Gqi5, ACh EC20; 0% = ACh EC20, 100% = maximal ACh; activation, % at 3 µM; 0.4% of 360,000 active;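 active = activation above its plate's cutoff, the mean activation of sample wells plus 3 SD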; note: some results filed as inactive read as strong as hits
# M4 ag: human M4 muscarinic receptor agonists, primary screen, CHO-K1 cells, Fluo-8 calcium fluorescence | 0.14% of 360,000 active | CHO-K1 hM4/Gqi5; vehicle 0%, full acetylcholine response 100% | Muscarinic acetylcholine receptor M4 (Homo sapiens), P08173 | activation, % at 3 µM;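 active = activation above the run mean over all test wells plus 3 SD, cut at about 32% in these data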;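 note: peak over basal fluorescence ratio per well then scaled between controls; 0% = DMSO wells and 100% = acetylcholine at EC100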
# CHO-K1 Ca ag: counter-screen for M1 agonists: effect in parental CHO-K1 cells; Fluo-8 calcium fluorescence; scaled to maximal ATP response, vehicle zero; activation, % at 3 µM; 0.48% of 360,000 active; AID 602248, 2012; in the data active = activation above about 15%;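 note: untransfected CHO-K1 host cells lacking M1 receptor as counterscreen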
# M5 PAM: human M5 muscarinic receptor positive allosteric modulators, primary screen, CHO-K1 cells, Fluo-8 calcium fluorescence. Muscarinic acetylcholine receptor M5 (Homo sapiens), P08912. CHO-K1 hM5, ACh EC20 PAM; 0% = ACh EC20, 100% = ACh EC100. activation, % at 3 µM. 0.3% of 360,000 active;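 active = activation above the run cutoff, the mean activation of all test compounds plus 3 SD, cut at about 18% in these data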
#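 Measured by: Fluo-8 calcium fluorescence; material: human M5 receptor in CHO-K1 cells; schedule: Post-acetylcholine fluorescence recording 140 s; benchmarks: low control EC20 acetylcholine (0%), high control EC100 acetylcholine (100%); read-out: Max/basal fluorescence ratio as % of EC20–EC100 ACh window; compound: single dose, 3 µM nominal final test concentration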
# An asterisk follows results filed as active; . = not tested or not shown. Outcome played no part in choosing rows, and some 2.7% of all compounds hit somewhere here.
SMILES,CHO-K1 Ca antag,M1 PAM parental,M4 antag,CHRM5 agonist,M5 antag,M4 PAM,M4 ag,CHO-K1 Ca ag,M5 PAM
Cc1ccc(S(=O)(=O)NCC(=O)OCc2nnc(-c3ccccc3)o2)cc1C,-13,13,-4,0,3,-4,1,1.1,-2
O=C(Nc1ccc(F)cc1F)N1CCCCCC1,2,-10,7,0,1,0,1,-0.4,7
O=C(NC12CC3CC(CC(C3)C1)C2)c1cc([N+](=O)[O-])ccc1N1CCOCC1,6,-3,1,6,0,8,3,0.7,0
Cc1ccc(S(=O)(=O)N(CC(=O)N=Nc2c(O)[nH]c3ccccc23)c2ccc(C)c(C)c2)cc1,16,-14,-8,-1,12,4,0,-0.4,-5
CC(O)(c1cccc(F)c1)c1nc(-c2cccc3cccnc23)cs1 (configuration not stated),8,2,-14,-1,2,2,0,0.3,-5
CCOC(=O)[C@H]1O[C@@H]1C(=O)N[C@@H](CC(C)C)C(=O)NCCC(C)C,-2,22,-2,0,1,-6,0,0.1,-1
CCN(CC)c1nc(C)nc2c1sc(=S)n2C,-14,17,-8,-7,5,-1,-1,0.2,4
O=[N+]([O-])c1cccc(NC2=NCCC2)c1,11,-11,-5,-1,-7,9,0,-0.2,2
O=C(c1ccc2snnc2c1)N1CCN(c2ccccc2)CC1,4,-6,9,1,4,11,2,0.1,3
CCCCCCCC1(C)NC(=O)NC1=O (configuration not stated),-24,17,3,-4,4,3,0,0.2,1
O=C(O)c1nn(CCOc2ccc(Br)cc2)c(=O)c2ccccc12,-19,17,-5,3,-6,-5,10,2.5,-8
CC1CCCCC1NC(=O)CN1CCC(O)(c2ccc(F)cc2)CC1 (configuration not stated),-5,2,3,0,8,-1,2,1.0,-4
O=C(NCCCCCCNC(=O)c1ccc(Br)s1)c1ccc(Br)s1,2,0,-5,1,10,-9,2,0.7,-10
COC(=O)CSc1nc2ccc(N)cc2s1,-10,14,2,0,0,7,5,0.2,10
CC(C)c1ccc(N=C2N=C(N)c3ccccc32)cc1,-8,-9,-3,-2,-1,3,-1,0.7,5
COc1cc(C)c(C(=O)Oc2cc(C)c(C(=O)O)c(O)c2C)c(OC)c1C,-4,-1,-6,-4,-7,-2,-2,-1.2,-1
N#Cc1c(N2CCOCC2)nsc1-c1ccccc1,2,-13,-4,-1,10,-14,1,-0.3,-1
CC(=O)c1ccc(OCC(=O)Nc2cccc(S(=O)(=O)N3CCCC3)c2)cc1,0,-12,-2,3,18,-3,22,14,-25
COc1ccc(CC(=O)Nc2cccc(S(=O)(=O)N3CCOCC3)c2)cc1OC,16,-10,-2,7,8,0,10,6.9,-8
CC(C)(C)NC(=O)COc1ccc(CNCc2cccnc2)cc1,-11,21,-4,-15,2,-2,1,1.9,5

# Sorted by the number under M4 antag (low to high): five of the compounds above
SMILES | M4 antag
CCN(CC)c1nc(C)nc2c1sc(=S)n2C | -8
N#Cc1c(N2CCOCC2)nsc1-c1ccccc1 | -4
CCOC(=O)[C@H]1O[C@@H]1C(=O)N[C@@H](CC(C)C)C(=O)NCCC(C)C | -2
O=C(NC12CC3CC(CC(C3)C1)C2)c1cc([N+](=O)[O-])ccc1N1CCOCC1 | 1
CC1CCCCC1NC(=O)CN1CCC(O)(c2ccc(F)cc2)CC1 (configuration not stated) | 3

# Next part:
SMILES,CHO-K1 Ca antag,M1 PAM parental,M4 antag,CHRM5 agonist,M5 antag,M4 PAM,M4 ag,CHO-K1 Ca ag,M5 PAM
CSc1nc(C)cc(OCCNS(=O)(=O)c2ccc(C)cc2)n1,-5,6,3,1,1,5,3,0.8,-2
COP(=O)(OC)C(Nc1ccc([N+](=O)[O-])cc1)c1ccccc1 (configuration not stated),3,-1,-8,2,-11,-13,1,-0.1,6
N#CC1=C(Nc2ccccc2)SC=C(c2ccc(Br)cc2)N=C1N1CCOCC1,-8,22,-8,-10,-8,7,0,0.5,-2
COC(=O)c1ccc(C(=O)OC)nc1,-20,30,5,-2,1,7,0,1.1,-2
Cc1cc(=O)[nH]c(N/N=C/c2ccccc2C(F)(F)F)n1,3,-3,-7,0,5,13,2,15,0
c1ccc(COc2ccccc2CNC23CC4CC(CC(C4)C2)C3)cc1,-9,17,-2,-3,7,-15,11,4.6,-7
Cc1[nH]c(=O)c(C#N)c(C)c1CCC(=O)Nc1cc(S(C)(=O)=O)ccc1Cl,-6,11,-33,-2,3,20*,0,0.8,0
CCC1=NN2C(=N)/C(=C\c3cccn3-c3ccc(C)c(C)c3)C(=O)N=C2S1,13,-12,3,-2,11,-4,0,0.4,-3
COC(=O)C1=C(C)NC(=O)CC1c1cccc(OC)c1OC (configuration not stated),18,-11,20,-2,1,-2,1,0.5,-6
COc1ccc(CCNC(=O)c2noc(C(C)C)c2[N+](=O)[O-])cc1OC,-8,12,-6,-1,9,2,2,1.3,-5
Cc1c(Cl)cccc1NC(=S)N1CCN(C(=O)C2CCCO2)CC1 (configuration not stated),-11,12,1,-1,3,5,1,0.4,0
CC(=O)c1ccc(NC(=O)C(C)OC(=O)COc2ccc(C#N)cc2)cc1 (configuration not stated),9,-12,-12,2,7,5,8,2.9,-8
O=S1(=O)C=CC(Nc2cccc(Cl)c2)C1 (configuration not stated),-25,-2,-8,0,-10,2,2,0.5,5
COc1ccc(OCC(=O)NC(=S)NNC(=O)COc2ccc(Br)cc2Cl)cc1,-6,29,5,-3,1,-2,0,0.8,-7
NC(c1ccccc1)c1csc(NC(=O)Nc2cccc(Cl)c2)n1 (configuration not stated),-5,8,9,5,10,-2,17,4.0,0
CC1CCCC(C)N1/N=C/c1ccc(C(=O)O)cc1 (configuration not stated),-6,-5,6,1,16,-10,0,0.6,-4
CCc1nc2ccccc2c(=O)n1NCCc1ccccc1,-4,17,-6,-1,-5,-3,0,3.8,2
O=C(/C=C/c1ccccc1)Nc1cc(S(=O)(=O)N2CCOCC2)ccc1N1CCCC1,-9,26,8,-1,1,2,0,0.0,0
Cc1sc2ncn(CC(=O)NCC3COc4ccccc4O3)c(=O)c2c1S(=O)(=O)N1CCCCC1 (configuration not stated),19,-14,-8,-4,9,13,1,-0.2,1
CCN(c1ccccc1)S(=O)(=O)c1ccc(C(=O)N2CCN(c3ccccc3)CC2)cc1,3,-9,2,-6,9,-4,7,-0.2,-10
Nc1cc(=O)[nH]c(SCC(=O)Nc2ccc(Cl)c(Cl)c2)n1,-12,12,6,1,2,5,1,1.2,7
O=C(O)c1cc2nc(-c3ccccc3)cc(C(F)(F)F)n2n1,-9,24,0,-3,-3,16,0,1.0,1
O=C(C1CCCCC1)N1CCC2CC1c1cc(Cl)ccc12 (configuration not stated),-14,4,-4,0,5,3,0,1.0,-5
CCOC(=O)c1sc(SCC(=O)Nc2ccc(N(C)C)cc2)nc1N,-11,4,0,3,6,-1,7,3.7,-9
CC(C)N1CCN(S(=O)(=O)c2ccccc2)CC1,6,-20,-4,-20,18,-8,0,2.2,-2
CC1OC2(OC1C)C(=O)Nc1ccccc12 (configuration not stated),-6,13,2,-1,-1,-1,0,0.1,3
O=C(CN1CCCCC1)Nc1ccc(S(=O)(=O)N2CCOCC2)cc1,-13,-15,-2,-3,3,-1,0,0.0,-3
CC(Oc1ccc(F)cc1)C(=O)Nc1cc(S(=O)(=O)N2CCCCC2)ccc1N1CCN(C)CC1 (configuration not stated),-5,6,2,0,11,16,3,0.2,10
CC(=O)CSc1cc(C)nc2c(-c3ccccc3)c(C)nn12,-8,16,-1,-2,14,-11,1,1.1,-1
CCOC(=O)[C@]12CCCC=C1N(CCc1ccc(OC)c(OC)c1)C(=O)[C@H](CC(=O)NCCCN1CCCC1=O)C2,.,.,-9,2,-3,-3,1,.,-1
O=C(NCC1CCCO1)c1ccc(Br)s1 (configuration not stated),1,13,-8,-1,-4,9,0,0.1,5
CCN(CC)CCCNC(=O)c1cn(CC)c2cc(N3CCN(C(=O)c4ccco4)CC3)c(F)cc2c1=O,2,19,-2,-7,2,5,1,1.3,4
O=C1CC(N2CCC(c3nc4ccccc4[nH]3)CC2)C(=O)N1Cc1ccccc1 (configuration not stated),-20,11,17,-6,8,-9,7,3.6,-17
CCOc1ccccc1-c1nc(CN2CCCN(C(=O)c3ccco3)CC2)c(C)o1,-12,7,7,-8,14,-7,1,0.1,0
CC(C)(C)NC(=O)CC1C(=O)NCCN1Cc1c(F)cccc1Cl (configuration not stated),-11,20,-8,-2,3,5,1,0.5,-4
CCCN(CCC)CCCNC(=O)c1cc2cc3ccc(Cl)cc3nc2o1,-10,8,16,-2,19,-7,1,0.7,-1
COc1ccc(OC)c(NC(=S)N2CCN(c3ccccn3)CC2)c1,-7,7,6,-10,-4,0,0,0.3,-2
COc1ccc(S(=O)(=O)N2CCC(C(=O)N[C@@H](C)C(=O)NC3CC3)CC2)cc1,-16,-2,-6,-5,11,10,1,0.3,-2
CN1C[C@@H]2[C@@H]3C(=O)N(C)C(=O)[C@@H]3[C@](C)(C1=O)N2C(=O)c1ccc(Cl)cc1,-11,20,5,-1,16,1,1,0.5,1
CCOC(=O)N1CCN(c2nc(C(F)(F)F)nc3c(C)cc(C)cc23)CC1,-6,7,3,-4,7,0,0,0.4,-1

# 2 records drawn at random from the list so far:
SMILES,CHO-K1 Ca antag,M1 PAM parental,M4 antag,CHRM5 agonist,M5 antag,M4 PAM,M4 ag,CHO-K1 Ca ag,M5 PAM
CC(C)N1CCN(S(=O)(=O)c2ccccc2)CC1,6,-20,-4,-20,18,-8,0,2.2,-2
O=C1CC(N2CCC(c3nc4ccccc4[nH]3)CC2)C(=O)N1Cc1ccccc1 (configuration not stated),-20,11,17,-6,8,-9,7,3.6,-17

# (listing goes on)
SMILES,CHO-K1 Ca antag,M1 PAM parental,M4 antag,CHRM5 agonist,M5 antag,M4 PAM,M4 ag,CHO-K1 Ca ag,M5 PAM
COc1ccc(N=C2C(=O)Nc3ccccc32)cc1,-14,3,4,2,3,-1,0,-0.1,0
CC(=O)N1CCN(c2ccc(NC(=O)c3cccc(OCc4ccccc4)c3)cc2)CC1,1,8,-5,6,-1,0,3,1.6,-7
O=C(Oc1ccc2ccccc2c1)C1CCC1,-2,13,-6,0,-8,2,2,1.8,4
Cc1noc(C)c1C(=O)Nc1ccc2c(c1)CCC2,0,-4,4,0,5,-3,0,-0.7,-9
CC(C)Oc1ccc(C(=O)N/N=C/c2ccc(-c3ccc(S(=O)(=O)Nc4ncccn4)cc3)o2)cc1,-8,15,-2,-3,4,7,0,0.3,0
Cc1ccc2c(c1)C(=O)C(=O)N2Cc1ccc(C(F)(F)F)cc1,5,-12,-5,44*,-1,-3,32*,6.7,7
COc1ccc(-n2c(CNC(=O)c3cccs3)n[nH]c2=S)cc1,1,17,-4,-3,8,7,1,1.1,-2
CC(=O)c1c(C)[nH]c(C(=O)Nc2c(C)n(C)n(-c3ccccc3)c2=O)c1C,-5,-2,-7,0,-4,1,0,-0.1,-5
CCN(CCCNC(=O)C1CCN(S(=O)(=O)N2CCOCC2)CC1)c1cccc(C)c1,-9,14,5,-2,1,-6,1,0.8,2
O=C(/C=C/c1ccc([N+](=O)[O-])cc1)NNC(=O)C1CC1,-5,4,5,-2,4,3,2,11,3

# Bioassay records (PubChem)
